S1P4 agonist: S1P4 receptor agonists, primary screen, cell-based | Sphingosine 1-phosphate receptor 4 (Homo sapiens), O95977 | 220,000 compounds, 0.35% hits | activation, % at 4.98 µM | S1P4-expressing cell line, agonist reporter assay; in the data active = activation above about 11%;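 also: 0% = DMSO vehicle and 100% = reference agonist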
Target sequence (O95977 whole entry, looked up): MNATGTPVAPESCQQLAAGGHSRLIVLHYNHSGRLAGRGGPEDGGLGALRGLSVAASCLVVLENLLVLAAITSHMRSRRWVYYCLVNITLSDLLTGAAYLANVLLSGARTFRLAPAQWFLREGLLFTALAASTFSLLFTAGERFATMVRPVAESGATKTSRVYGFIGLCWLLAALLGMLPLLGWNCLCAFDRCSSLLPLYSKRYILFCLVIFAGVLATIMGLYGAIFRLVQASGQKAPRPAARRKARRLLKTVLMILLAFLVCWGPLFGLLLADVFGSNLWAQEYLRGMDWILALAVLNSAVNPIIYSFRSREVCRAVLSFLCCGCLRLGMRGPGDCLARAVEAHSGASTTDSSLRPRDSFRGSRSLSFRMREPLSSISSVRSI
NPY-Y1 PAM-ag: NPY-Y1 receptor potentiators or agonists, primary screen, cell-based | NPY-Y1 expressing cells, potentiator/agonist activation | Neuropeptide Y receptor type 1 (Homo sapiens), P25929 | 220,000 compounds, 0.37% hits | activation, % at 3.6 µM; in the data active = activation above about 33%, passing the limit was not always enough;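 also: cells stimulated with NPY at EC10 then isoproterenol at EC100; 0% = low agonist plus stimulus and 100% = saturating agonist plus stimulus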
Ba/F3 V617F tox: reduced viability of JAK2V617F-dependent Ba/F3 cells, primary screen, JAK2V617F inhibitor project, cell-based, Ba/F3 EpoR-JAK2V617F, luminescence; ATP luminescence; inhibition, % at 5.6 µM; 220,000 compounds, 1.1% hits; AID 1446, 2008;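 active = inhibition above the campaign mean plus 3 SD over all tested compounds, cut at about 24% in these data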;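 also: cytokine-independent growth of Ba/F3 cells driven by EpoR plus mutant JAK2; 0% = DMSO-treated cells and 100% = JAK inhibitor I control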
NPY-Y2 PAM-ag: NPY-Y2 potentiators or agonists, primary screen, cell-based | activation, % at 3.6 µM | 220,000 compounds, 0.45% hits | cells expressing NPY-Y2, potentiator/agonist read-out | Neuropeptide Y receptor type 2 (Homo sapiens), P49146 | AID 1359, 2008; in the data active = activation above about 27%;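 also: cells stimulated with NPY near EC25 plus isoproterenol at EC100; 0% = vehicle plus submaximal agonist and 100% = vehicle plus saturating agonist; some results beyond the cut were filed as inactive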
S1P4 antagonist: S1P4 receptor antagonists, primary screen, cell-based; Sphingosine 1-phosphate receptor 4 (Homo sapiens), O95977; S1P4-expressing cells, antagonist mode, reporter read-out; inhibition, % at 4.98 µM; 220,000 compounds, 0.26% hits; in the data active = inhibition above about 29%;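 also: 0% = wells stimulated with agonist and 100% = vehicle wells without agonist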
BaF3 tox: parental Ba/F3 cell viability inhibition, counter-screen for JAK2V617F inhibitor project, murine pro-B, CellTiter-Glo luminescence. CellTiter-Glo ATP luminescence. AID 1486, 2009. 220,000 compounds, 1.1% hits. inhibition, % at 5.6 µM;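 active = inhibition above a per-campaign cutoff, the mean inhibition of all tested compounds plus 3 SD, cut at about 27% in these data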;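 also: 0% = DMSO wells and 100% = JAK Inhibitor I control wells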
CHOP inh: inhibitors of CHOP promoter induction, primary screen, cell-based, unfolded protein response, luciferase reporter; CHO-K1 CHOP-promoter luciferase, tunicamycin-induced, 15-18 h; inhibition, % at 10 µM; 220,000 compounds, 3.8% hits; AID 2732, 2010;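 active = compounds that reduced the stress-induced luciferase reporter signal by more than about 70% of percent inhibition, limit read from the data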;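 also: 0% = tunicamycin plus vehicle and 100% = wells without tunicamycin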
NCF1 inh: p47phox/p22phox peptide binding inhibitors, primary screen, biochemical, uHTS, NADPH oxidase regulatory subunit; inhibition, % at 24.7 µM; AID 1274, 2008; fluorescence polarization, 2 h; 220,000 compounds, 0.53% hits;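 active = inhibition above about 30%, limit read from the data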;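 also: 0% = p47phox with labelled peptide and 100% = labelled peptide alone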
Target sequence (P14598 whole entry, looked up): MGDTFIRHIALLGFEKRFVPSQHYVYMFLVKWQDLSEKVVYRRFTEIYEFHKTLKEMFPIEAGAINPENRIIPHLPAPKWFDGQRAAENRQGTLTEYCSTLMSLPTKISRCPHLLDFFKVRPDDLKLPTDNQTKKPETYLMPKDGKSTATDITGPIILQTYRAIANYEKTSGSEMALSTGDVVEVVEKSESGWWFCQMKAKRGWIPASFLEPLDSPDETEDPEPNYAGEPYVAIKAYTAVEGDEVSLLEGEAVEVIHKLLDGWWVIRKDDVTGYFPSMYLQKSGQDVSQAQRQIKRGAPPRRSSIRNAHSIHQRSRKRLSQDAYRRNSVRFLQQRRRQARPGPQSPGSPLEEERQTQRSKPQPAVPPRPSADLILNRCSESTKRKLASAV
NPY-Y1 antag: NPY-Y1 receptor antagonists, primary screen, cell-based; Neuropeptide Y receptor type 1 (Homo sapiens), P25929; HEK293-CNG Y1 cells, membrane potential fluorescence; NPY at EC95, then isoproterenol; inhibition, % at 3.6 µM; 200,000 compounds, 1% hits; AID 1040, 2008;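 active = inhibition above the campaign mean inhibition of all tested compounds plus 3 SD, cut at about 20% in these data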;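 also: 0% = DMSO wells given NPY plus isoproterenol and 100% = isoproterenol alone without NPY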
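Material: HEK293 cells co-expressing NPY Y1 receptor and cyclic-nucleotide gated channel. Timing: compound incubation 1 h at room temperature, readout 45 min post-stimulation. Signal: fluorescence, membrane potential probe.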
* = called active by the depositor; x = no result given. An unsorted share of the library; overall some 7.1% were active at least once.

Order of results – S1P4 agonist	NPY-Y1 PAM-ag	Ba/F3 V617F tox	NPY-Y2 PAM-ag	S1P4 antagonist	BaF3 tox	CHOP inh	NCF1 inh	NPY-Y1 antag
> CCCc1cc(C(=O)NNC(=S)NCC2CCCO2)cs1 (stereo not given)
    1.7	2	4	13	-16	9	1	-23	2
> CCOC(=O)CC1=NC(=O)CS1
    1.1	-2	-2	1	-11	7	-16	-3	1
> NC(=O)CN1CCOCCOCCOCCOCCOCC1
    -0.8	1	1	-15	-4	3	-15	-5	-1
> CCCN1Cc2cccc(C(=O)Nc3ccc4c(c3)OCO4)c2C1=O
    0.1	-8	1	5	-20	9	4	2	1
> C/C(=N\Nc1nc(C)c(C)s1)c1ccc([N+](=O)[O-])cc1
    0.9	26	-3	20	-12	2	-3	-9	38*
> C=CC[C@@H]1Cc2c(Br)ccc(Br)c2[C@@H](CC=C)N1
    2.0	-19	3	10	-19	7	56	-11	5
> Oc1ccc(O)c(Cc2nc3ccccc3s2)c1
    0.6	27	4	29*	6	6	-99	-3	-2
> O=C(O)c1cccc(Nc2cc(Cl)c3nonc3c2[N+](=O)[O-])c1
    2.6	1	-7	-10	-8	-2	30	-4	-3
> CCn1c(N2CCC(C)CC2)nc2c1c(=O)n(C)c(=O)n2C
    -0.6	-13	-1	-1	-4	5	16	-23	5
> CCOC(=O)C1=C(C)Nc2nc(SCC)[nH]c(=O)c2C1c1ccncc1 (stereo not given)
    -0.7	21	-1	-7	-14	4	13	-10	-2
> Cc1ccc2c(CC(=O)NCC3COc4ccccc4O3)coc2c1 (stereo not given)
    0.0	-14	0	-10	-4	5	40	-6	2
> O=C(O)/C=C/c1ccc(S(=O)(=O)NCc2ccco2)cc1
    -0.4	64*	0	-10	0	5	-12	4	2
> Cc1ccc(-n2c(SCC(=O)NCc3ccco3)nc3sc(C)c(C)c3c2=O)cc1
    2.9	-11	-5	-5	-20	1	37	9	0
> CCCCn1c(SCC(=O)N2CCCC2)nc2cc(S(N)(=O)=O)ccc21
    3.0	26	0	4	-15	6	-7	-13	0
> CCOC(=O)Nc1cccc(Nc2ccccc2)c1
    0.3	29	0	16	-6	1	34	-2	0
> O=C(Cn1cnc2cc([N+](=O)[O-])ccc2c1=O)NCc1ccccc1
    1.1	-1	1	0	-3	3	23	-1	-5
> COc1ccccc1-n1c(SCC(=O)Nc2cccc3ccccc23)nc(O)cc1=O
    -1.4	-21	3	5	2	1	10	-13	7
> COc1ccc(CCNC(=O)c2nnc(Cc3c(F)cccc3Cl)o2)cc1OC
    2.1	-1	1	-13	-6	7	-11	-2	7
> CCN(CC)C(=O)C1(P(=O)(c2ccccc2)c2ccccc2)CCC1
    -1.2	-3	3	-15	-24	-6	7	-4	x
> Cn1c(N2CCN(C(=O)NCc3ccccc3)CC2)nc2ccccc21
    0.5	-1	-1	-9	-13	4	2	-13	2

4 consecutive entries already listed, quoted:
Order of results – S1P4 agonist	NPY-Y1 PAM-ag	Ba/F3 V617F tox	NPY-Y2 PAM-ag	S1P4 antagonist	BaF3 tox	CHOP inh	NCF1 inh	NPY-Y1 antag
> Cc1ccc2c(CC(=O)NCC3COc4ccccc4O3)coc2c1 (stereo not given)
    0.0	-14	0	-10	-4	5	40	-6	2
> O=C(O)/C=C/c1ccc(S(=O)(=O)NCc2ccco2)cc1
    -0.4	64*	0	-10	0	5	-12	4	2
> Cc1ccc(-n2c(SCC(=O)NCc3ccco3)nc3sc(C)c(C)c3c2=O)cc1
    2.9	-11	-5	-5	-20	1	37	9	0
> CCCCn1c(SCC(=O)N2CCCC2)nc2cc(S(N)(=O)=O)ccc21
    3.0	26	0	4	-15	6	-7	-13	0

(cont.)
Order of results – S1P4 agonist	NPY-Y1 PAM-ag	Ba/F3 V617F tox	NPY-Y2 PAM-ag	S1P4 antagonist	BaF3 tox	CHOP inh	NCF1 inh	NPY-Y1 antag
> CCCc1cc(-c2[nH]ncc2-c2ccc(C(=O)OCC)o2)c(O)cc1O
    -0.4	26	0	41*	11	-2	9	-16	-1
> CC(=O)c1cc(-c2ccc(F)cc2)n(CCC(=O)Nc2cccc(C)n2)c1C
    3.4	8	-2	-6	-5	0	13	-5	-2
> Cc1nn(Cc2ccccc2Cl)c(C)c1C(=O)Nc1nnc(C2CC2)s1
    -1.2	7	6	2	-5	10	x	-4	-1
> CN1C(=O)C(O)(CC(=O)/C=C/c2ccco2)c2ccccc21 (stereo not given)
    1.9	8	3	0	-14	5	12	-4	3
> COC(=O)N/N=C/c1ccccc1OCCOc1ccc(OC)cc1
    -1.1	11	-1	-9	8	-3	1	-4	x
> CC1CCN(c2c(NCC3CCC(C(=O)NCCc4ccccc4)CC3)c(=O)c2=O)CC1 (stereo not given)
    0.3	-13	2	-5	2	5	-6	8	2
> O=C(/C=C/c1ccccc1[N+](=O)[O-])c1ccc(F)cc1
    1.6	-10	1	-13	-11	1	-41	4	2
> CN(C)C(=O)COC(=O)[C@H](Cc1ccccc1)NC(=O)c1ccco1
    0.2	-12	0	-2	-12	4	-13	-5	0
> Cc1nc2nc(CCc3ccccc3)nn2c(C)c1Cl
    -0.1	-9	4	-48	-9	11	1	0	1
> Cc1cc(NC(=O)CCC(=O)N(CC(=O)NC2CCCC2)c2ccc3c(c2)OCCO3)no1
    0.9	17	-2	25	-5	1	9	-8	5

Some entries already given, limited to S1P4 agonist, CHOP inh and NPY-Y1 antag.
| Molecule | S1P4 agonist | CHOP inh | NPY-Y1 antag |
| --- | --- | --- | --- |
| Cc1ccc(-n2c(SCC(=O)NCc3ccco3)nc3sc(C)c(C)c3c2=O)cc1 | 2.9 | 37 | 0 |
| Cc1cc(NC(=O)CCC(=O)N(CC(=O)NC2CCCC2)c2ccc3c(c2)OCCO3)no1 | 0.9 | 9 | 5 |
| CCCCn1c(SCC(=O)N2CCCC2)nc2cc(S(N)(=O)=O)ccc21 | 3.0 | -7 | 0 |

Next part.
Order of results – S1P4 agonist	NPY-Y1 PAM-ag	Ba/F3 V617F tox	NPY-Y2 PAM-ag	S1P4 antagonist	BaF3 tox	CHOP inh	NCF1 inh	NPY-Y1 antag
> CCOCCCNCc1cc(Br)ccc1OCC
    -1.3	12	2	-7	22	4	-3	-22	12
> Cc1cccc(NC(=O)C(NS(=O)(=O)c2ccc3c(c2)CCC(=O)N3)c2ccccc2)n1 (stereo not given)
    1.4	-2	2	1	-3	5	57	-7	-2
> COc1ccc(C(=O)Nc2c(C)ccc3nsnc23)cc1[N+](=O)[O-]
    1.0	-6	3	4	-8	6	5	-10	0
> O=C(Nc1ccc(S(=O)(=O)Nc2ccc(F)cc2)cc1)c1ccc(CN2CCOCC2)cc1
    3.7	-6	-2	14	-3	7	3	-5	4
> Cc1cc(=O)[nH]c(SCC(=O)/C=C2\N(C)c3ccccc3C2(C)C)n1
    0.0	-26	67*	5	2	62*	41	-131	5
> O=C(NCc1ccc(Cl)cc1)c1n[nH]c([N+](=O)[O-])c1Cl
    0.1	-12	2	-12	-8	2	-5	-3	1
> CCC(=O)Nc1nc2ccc3nc(C)sc3c2s1
    0.8	12	-2	6	16	0	-5	-5	-1
> CNC(=O)COC(=O)c1ccc(-c2nc3ccccc3s2)s1
    -3.4	-10	-2	3	-9	5	44	-24	3
> Cc1ccc(-c2cc(Cc3ccccn3)c(=O)[nH]n2)cc1
    -0.1	-12	0	6	-5	-2	10	-100	x
> COc1ccc(S(=O)(=O)N2CCCC(C(=O)N3CCN(C)CC3)C2)cc1C (stereo not given)
    0.7	-21	3	-18	-9	6	2	1	0

Next compounds
molecule | S1P4 agonist | NPY-Y1 PAM-ag | Ba/F3 V617F tox | NPY-Y2 PAM-ag | S1P4 antagonist | BaF3 tox | CHOP inh | NCF1 inh | NPY-Y1 antag
OCCC1CN(Cc2cccn2-c2nccs2)CCN1Cc1ccccc1 (stereo not given) | -1.9 | -18 | -1 | -35 | 0 | -4 | 0 | -5 | x
CC1(C)CC(NC(=O)c2c(N)no[n+]2[O-])CC(C)(C)N1 | 0.1 | 6 | -2 | 12 | -8 | 2 | 10 | 10 | -4
Nc1nnnn1/N=C/c1ccc(O)cc1 | -2.5 | -24 | -1 | 1 | 1 | 5 | 22 | 3 | 0
COc1ccc(C(C)=O)cc1CSc1ccccn1 | 0.0 | -15 | -2 | -3 | -4 | -2 | 8 | -6 | x
O=[N+]([O-])c1ccccc1CNc1ccc(F)c(Cl)c1 | -0.7 | 10 | -5 | 9 | -18 | -1 | -20 | 2 | 1
O=C(NCc1cccnc1)c1ccc(Cn2cc(C(F)(F)F)ccc2=O)cc1 | 2.3 | 10 | 0 | 3 | -48 | 4 | 18 | -7 | 4
CCCCN(C(=O)c1ccc(S(=O)(=O)N(C)C)cc1)c1ccccc1 | 0.8 | 0 | -3 | 4 | -6 | 0 | 20 | -17 | x
O=C(Nc1ccc(S(=O)(=O)N2CCCC2)cc1)c1cc(=O)c2ccccc2o1 | -2.0 | -5 | 0 | -10 | -1 | -2 | 10 | -18 | x
O=C(CCN1CCC(c2ccc(Cl)s2)=N1)c1ccc(Cl)s1 | 0.1 | -10 | -2 | -16 | -5 | -1 | 17 | -2 | x
Cc1cc2c(cc1C)CSC(c1c(O)ccc3ccccc13)SC2 | 1.8 | 7 | -3 | 7 | -8 | 2 | 112* | -16 | 0
CN1CCN(C=Nc2nc3ccccc3nc2N2CCCC2)CC1 | -2.1 | -6 | 4 | 3 | -10 | 9 | 2 | -7 | 0
CC(C)c1ccccc1NC(=O)COC(=O)COc1ccccc1[N+](=O)[O-] | -0.3 | -9 | 0 | 8 | -1 | 0 | -4 | 6 | -1
Cc1nc2ccccc2n1-c1nc(-c2ccco2)cc(C(F)(F)F)n1 | -0.8 | 6 | 2 | 3 | -11 | 8 | x | -10 | 7
Cn1c(CN2CCCC2)nc2cc(NC(=O)c3ccco3)ccc21 | -0.1 | -1 | 2 | -10 | 0 | 6 | -4 | -13 | 4
CCOc1cc(NS(=O)(=O)c2ccc(OC)cc2)c(OCC)cc1NC(C)=O | 0.0 | -23 | 1 | -3 | 14 | 3 | 7 | -15 | 3
O=C(CN1CCN(C2CCCCC2)CC1)Nc1ccc(Br)cc1 | -0.7 | 3 | -2 | 1 | 0 | 0 | -9 | 3 | 3
C#Cc1ccc([C@H]2C=C(C(=O)N3CCN(Cc4ccc5c(c4)OCO5)CC3)O[C@@H](OCC)[C@@H]2CCCO)cc1 | -1.5 | 3 | 3 | 14 | -6 | 0 | 11 | -5 | -5
COc1ccc(-c2cc(-c3ccc(OC)c(OC)c3)n[nH]2)c(O)c1 | 2.0 | 14 | -5 | -4 | -24 | 1 | 12 | -14 | 2
CCCCn1nc2cc(C(=O)NCc3ccc(C(F)(F)F)cc3C(F)(F)F)ccc2c1OCC | 2.0 | 4 | -1 | -11 | -7 | -3 | 33 | 0 | 7
